Compound activity as filed in PubChem BioAssay.
PLCg1 inh: PLC-gamma1 (human) inhibition, primary screen. P19174. purified PLC-gamma1, fluorogenic substrate, fluorescence. inhibition, % at 12.2 µM. actives 0.84% (n = 370,000). AID 720700; in the data active = inhibition above about 9.5%
ASAP1 inh: inhibitors of human ASAP1 ArfGAP activity; ASAP1-stimulated ARF1 GTP hydrolysis, GDP FP detection; inhibition, % at 16.5 µM; actives 0.19% (n = 360,000); AID 624377; in the data active = inhibition above about 25%;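 note: 0% = vehicle with enzyme and substrate and 100% = no enzyme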
ADAM17 inh: ADAM17 inhibition, QFRET primary screen. inhibition, % at 6.95 µM. actives 0.83% (n = 370,000). AID 720648. recombinant ADAM17, EDANS/DABCYL FRET peptide cleavage;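 active = inhibition above the mean of compounds lying between control limits plus 3 SD, set per campaign, cut at about 8.5% in these data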;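 note: 0% = DMSO-only wells as the low control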
DDE Tn6 FP inh: disrupts Tn6 cyclic peptide binding to fibrin D-Dimer-E complex. P02675. Fibrin DD(E) TRITC-Tn6 fluorescence polarization displacement. actives 0.21% (n = 370,000). inhibition, % at 8.3 µM;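 active = inhibition above a per-campaign cutoff: mean of compounds within control limits plus 3 SD, cut at about 15% in these data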;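 note: 0% = median of all compound wells on the plate and 100% = blocking peptide control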
TDP2 inh: blocks human TDP2 phosphodiesterase activity | O95551 | recombinant TDP2, T5PNP hydrolysis, p-nitrophenol absorbance 415 nm | inhibition, % at 12.8 µM | actives 0.34% (n = 370,000) | AID 720702;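 active = inhibition above the mean of all tested compounds plus 3 SD, set per campaign, cut at about 25% in these data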;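 note: 0% = DMSO with enzyme and 100% = buffer with substrate but no TDP2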
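System – recombinant human TDP2 · Quantity – TDP2 enzyme at 120 nM final · Doses – single concentration, 12.8 µM nominal, with 1% DMSO · Incubation – 2 h at 37 °C · Measured by – epi absorbance of p-nitrophenol freed from T5PNP by hydrolysis · Read-out – % inhibition relative to enzyme-containing and enzyme-free wells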
SIAE inh: inhibitors of human sialic acid acetylesterase SIAE | actives 0.69% (n = 370,000) | SIAE FP-Rh probe binding, fluorescence polarization | Q9HAT2 | AID 1053197 | inhibition, % at 9.66 µM;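 active = inhibition above a cutoff: mean of compounds within the control limits plus 3 SD of those, cut at about 17% in these data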;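 note: 0% = plate median of compound wells and 100% = probe without SIAE protein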
ADAM10 inh: inhibitors of human ADAM10; O14672; actives 0.62% (n = 370,000); inhibition, % at 7 µM; recombinant ADAM10, EDANS/DABCYL FRET peptide cleavage, 3 h;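 active = inhibition above a per-campaign cutoff equal to the mean of compounds falling between control-based bounds plus 3 SD, cut at about 20% in these data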;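 note: 0% = DMSO wells while the 100% control is not disclosed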
Target sequence (O14672 214-748 limits assumed): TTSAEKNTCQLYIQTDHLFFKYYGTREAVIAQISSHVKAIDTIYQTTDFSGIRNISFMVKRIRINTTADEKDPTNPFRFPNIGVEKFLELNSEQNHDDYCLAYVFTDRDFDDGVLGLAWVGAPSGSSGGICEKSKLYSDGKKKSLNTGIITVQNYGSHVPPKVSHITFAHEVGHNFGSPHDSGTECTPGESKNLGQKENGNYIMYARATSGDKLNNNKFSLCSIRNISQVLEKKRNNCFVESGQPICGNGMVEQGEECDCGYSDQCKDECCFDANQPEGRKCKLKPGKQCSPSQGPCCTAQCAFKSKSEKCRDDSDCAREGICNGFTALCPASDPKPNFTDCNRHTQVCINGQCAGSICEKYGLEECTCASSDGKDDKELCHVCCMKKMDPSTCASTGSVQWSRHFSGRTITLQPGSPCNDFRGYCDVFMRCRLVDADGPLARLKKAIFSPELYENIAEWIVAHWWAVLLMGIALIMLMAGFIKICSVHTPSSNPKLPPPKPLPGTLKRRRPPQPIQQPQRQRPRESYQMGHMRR
ARFGAP1 inh: inhibitors of rat ARFGAP1; Q62848; Arfgap1-stimulated ARF1 GTP hydrolysis, GDP FP detection; inhibition, % at 16.5 µM; actives 0.26% (n = 360,000); AID 651572;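 active = inhibition above a per-plate limit, mean inhibition of low control wells plus 3 SD, cut at about 25% in these data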;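 note: 0% = DMSO wells with enzyme and 100% = wells lacking Arfgap1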
Target sequence (Q62848 1-136 limits assumed): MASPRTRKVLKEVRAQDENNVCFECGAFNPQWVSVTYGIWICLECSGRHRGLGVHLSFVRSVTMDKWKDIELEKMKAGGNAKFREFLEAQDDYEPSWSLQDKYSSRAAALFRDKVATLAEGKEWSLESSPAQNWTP
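Material: rat Arfgap1 catalytic domain, aa 1-136; also added: human ARF1(Δ1-17)-GTP substrate; compound dosing: one concentration, 16.5 µM, DMSO 1.26%; incubation: GTP hydrolysis reaction 2 h at 25 °C; measured by: Tracer-displacement fluorescence polarization with EDTA stop, 620/688 nm; evaluation: % inhibition from polarization; repeats: one replicate per compound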
Tn7 DDE FP: DD(E)-Tn7 binding inhibition, primary FP screen; FP displacement of FITC-Tn7 peptide from fibrin DD(E); 0% = median of compound wells per plate; inhibition, % at 8.3 µM; actives 0.13% (n = 370,000); P02675;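 active = inhibition above the mean of compounds falling within the control limits plus 3 SD of them, cut at about 14% in these data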;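 note: 0% = plate median of compound wells and 100% = 10 µM Aha-Tn7 peptide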
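Measure: % inhibition scaled between sample-field median and high-control FP; Test system: human fibrin DD(E); Quantity: 2 µM final DD(E) protein; Doses: one dose, 8.3 µM nominal; Schedule: compound with protein 10 min, then 3 h after probe, room temperature; Detection: fluorescence polarization; Medium: Tris buffer with calcium and detergent, pH 7.8.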
PLCb3 inh: inhibitors of human phospholipase C beta3 | inhibition, % at 12.2 µM | Q01970 | Purified PLC-beta3, fluorogenic substrate, fluorescence | AID 720704 | actives 0.18% (n = 370,000); in the data active = inhibition above about 11%;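 note: 0% = median of compound wells on plate and 100% = full blocker control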
* marks the source's active call; other numbers are inactive results.

No.	compound	PLCg1 inh	ASAP1 inh	ADAM17 inh	DDE Tn6 FP inh	TDP2 inh	SIAE inh	ADAM10 inh	ARFGAP1 inh	Tn7 DDE FP	PLCb3 inh
1	Cc1ccc(NP(=O)(Nc2ccc(C)cc2)Oc2ccccc2)cc1	4.2	1.6	1.0	-0.9	-0.9	1.6	10.5	-4.7	5.9	-0.6
2	Cc1[nH]c2ccccc2c1C1=CCNCC1	-15.5	6.2	-3.3	-6.3	-11.5	-7.2	-2.7	20.3	4.6	-26.1
3	COc1ccccc1CC1/C(=N/O)C2CCN1CC2 (stereo not drawn)	4.4	9.7	7.1	0.3	-10.1	-0.3	9.8	-5.1	-2.6	5.4
4	O=C(Cc1ccc(Cl)c(Cl)c1)NCC1(N2CCOCC2)CCCCC1	-3.1	-7.4	-2.3	-5.4	0.4	3.5	-1.7	12.9	2.0	2.1
5	Cc1ccc(OCC(=O)NCCN2CCN(C(=O)COc3ccc(C)cc3)CC2)cc1	-0.8	1.0	-1.0	2.4	8.0	4.4	-3.9	-4.1	-1.7	0.1
6	Cc1[nH]c2ccccc2c1CN1CCCCC1	-27.1	-3.6	-6.7	2.2	12.8	-3.0	-27.3	0.8	5.9	-30.6
7	COP(=O)(OC)C(NC(C)=O)C(Cl)(Cl)Cl (stereo not drawn)	7.6	25.7*	5.0	-4.3	-4.2	-1.3	13.9	13.6	-6.2	2.2
8	CNC(C)Cc1ccccc1 (stereo not drawn)	1.2	16.7	-2.9	-4.6	-2.3	1.2	-12.5	2.9	-4.3	0.0
9	CC1c2ccccc2-n2nncc2CN1C (stereo not drawn)	-4.8	-11.6	-3.1	-0.2	4.6	1.1	-1.9	-7.2	2.8	-2.6
10	O=P(Oc1ccc(-c2ccccc2)cc1)(N1CC1)N1CC1	-0.6	-5.7	-6.7	0.8	6.3	8.6	-13.4	7.5	7.0	-7.4
11	CCCC1=C(C(=O)OCC)C2(C(=O)Nc3ccc(C)cc32)C(C#N)=C(N)O1 (stereo not drawn)	-1.6	6.2	-3.3	-7.1	-9.0	2.7	4.8	-8.0	4.2	-0.4
12	O=c1[nH]c2ccccc2n1C1CCN(C(c2ccccc2)c2nnnn2-c2ccc3c(c2)OCCO3)CC1 (stereo not drawn)	0.4	9.4	11.4*	-3.0	-13.8	-8.5	17.6	3.9	-12.5	-2.6
13	Cn1c(=O)n(C)c2cc([N+](=O)[O-])c(N3CCNCC3)cc21	3.2	0.6	-0.8	2.5	1.0	2.5	-8.3	-5.6	-2.3	-6.5
14	CCCC[n+]1cc(=N)o[n-]1	-0.4	5.5	-8.4	4.8	-7.8	-0.6	0.3	6.2	3.2	-6.2
15	NC1=C([N+](=O)[O-])C(c2ccc3c(c2)OCO3)c2c(c3ccccc3oc2=O)O1 (stereo not drawn)	-4.2	9.6	-1.8	0.2	3.0	-2.8	3.7	-10.1	-4.2	-11.0

Grouped by structure, those above containing a halogen.
No.	compound	PLCg1 inh	ASAP1 inh	ADAM17 inh	DDE Tn6 FP inh	TDP2 inh	SIAE inh	ADAM10 inh	ARFGAP1 inh	Tn7 DDE FP	PLCb3 inh
4	O=C(Cc1ccc(Cl)c(Cl)c1)NCC1(N2CCOCC2)CCCCC1	-3.1	-7.4	-2.3	-5.4	0.4	3.5	-1.7	12.9	2.0	2.1
7	COP(=O)(OC)C(NC(C)=O)C(Cl)(Cl)Cl (stereo not drawn)	7.6	25.7*	5.0	-4.3	-4.2	-1.3	13.9	13.6	-6.2	2.2

Only ADAM17 inh and ADAM10 inh, for some of the entries so far:
| item | canonical_smiles | ADAM17 inh | ADAM10 inh |
| --- | --- | --- | --- |
| 14 | CCCC[n+]1cc(=N)o[n-]1 | -8.4 | 0.3 |
| 10 | O=P(Oc1ccc(-c2ccccc2)cc1)(N1CC1)N1CC1 | -6.7 | -13.4 |
| 8 | CNC(C)Cc1ccccc1 (stereo not drawn) | -2.9 | -12.5 |
| 11 | CCCC1=C(C(=O)OCC)C2(C(=O)Nc3ccc(C)cc32)C(C#N)=C(N)O1 (stereo not drawn) | -3.3 | 4.8 |
| 5 | Cc1ccc(OCC(=O)NCCN2CCN(C(=O)COc3ccc(C)cc3)CC2)cc1 | -1.0 | -3.9 |

New compounds follow
No.	compound	PLCg1 inh	ASAP1 inh	ADAM17 inh	DDE Tn6 FP inh	TDP2 inh	SIAE inh	ADAM10 inh	ARFGAP1 inh	Tn7 DDE FP	PLCb3 inh
16	COC(=O)C1=C(c2ccc(OC(F)(F)F)cc2)C[C@@H]2CC[C@H]1N2C(=O)NCC1CC1	5.7	-2.6	2.5	13.0	-3.0	10.6	3.7	-2.4	-5.5	4.0
17	CC(C)[C@@]1(NC(=O)[C@@H]2C[C@@H]3c4cccc5[nH]cc(c45)C[C@H]3N(C)C2)O[C@@]2(O)[C@@H]3CCCN3C(=O)[C@H](Cc3ccccc3)N2C1=O	-147.5	9.1	-15.6	-5.6	-3.5	-2.3	-35.7	7.5	1.9	-221.5
18	NS(=O)(=O)c1ccc(N=Cc2c(O)n(-c3ccccc3)c(=O)[nH]c2=O)cc1	3.8	2.5	-4.6	-4.5	-16.9	-2.6	-1.6	-0.7	0.9	-0.9
19	CCOC(=O)C(=O)NC1CCSC1=O (stereo not drawn)	0.0	3.3	-2.2	-3.8	-6.1	3.6	-15.4	1.8	6.4	-2.8
20	C[C@]12CCC3C(CC[C@H]4C[C@H](OC(=O)c5cccnc5)CC[C@]34C)C1CCC2=O (stereo partly drawn)	3.3	-1.8	-3.5	0.0	-8.6	-5.9	-2.3	0.8	-5.0	2.9
21	CC(Cc1ccccc1)NCc1ccccc1O (stereo not drawn)	-0.7	-12.7	-7.4	0.9	6.2	-0.9	-5.7	10.2	4.8	-5.2
22	CCC(C)N1C(=O)/C(=C/c2ccc3c(c2)CCN3CCCCl)C(=O)NC1=S (stereo not drawn)	-10.7	15.4	-4.4	-10.1	7.2	-0.4	-14.9	11.6	-2.1	-18.7
23	Cc1ccc(N=C(N(C)C)P(=O)(N(C)C)N(C)C)cc1	0.6	-9.5	-0.3	-0.3	9.8	4.1	1.2	-12.1	-1.7	2.7
24	Cc1cccc(-n2c(CN3C(=O)c4ccccc4C3=O)nc3ccccc3c2=O)n1	-1.4	4.4	-5.2	1.7	-2.5	-1.5	-3.7	-10.7	7.1	-2.3
25	CCOc1ccc(N2C(=O)/C(=C/c3ccc(C)o3)C(=O)NC2=S)cc1	-8.1	-10.4	-1.5	-5.1	7.0	7.6	-0.8	6.0	1.3	-16.8

Two entries drawn at random from those above, as already listed:
No.	compound	PLCg1 inh	ASAP1 inh	ADAM17 inh	DDE Tn6 FP inh	TDP2 inh	SIAE inh	ADAM10 inh	ARFGAP1 inh	Tn7 DDE FP	PLCb3 inh
23	Cc1ccc(N=C(N(C)C)P(=O)(N(C)C)N(C)C)cc1	0.6	-9.5	-0.3	-0.3	9.8	4.1	1.2	-12.1	-1.7	2.7
22	CCC(C)N1C(=O)/C(=C/c2ccc3c(c2)CCN3CCCCl)C(=O)NC1=S (stereo not drawn)	-10.7	15.4	-4.4	-10.1	7.2	-0.4	-14.9	11.6	-2.1	-18.7

Only part of the results is shown. The share of hits here may be higher or lower than overall.
